# SDO1 yeast rescue: compounds rescuing growth of sdo1-depleted yeast, bone marrow failure model. S. cerevisiae sdo1-depleted JHY4D growth rescue, OD600 30 h; hits give high values; pdr5 snq2 efflux-pump mutant strain. AID 817. z-score at 10 µM. hit rate 0.21% among 140,000;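 active means z-score above 3 at both the 24 hr and the 30 hr optical density reads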;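 further: z-score against mean and SD of all compound wells on the same plate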
# Insulin prom inh: TRM-6 insulin promoter activity inhibition | TRM-6 cells (human fetal islet line), insulin promoter-eGFP reporter, imaging; reporter expression induced with tamoxifen | inhibition, % at 2 µM | hit rate 0.9% among 130,000 | AID 1273;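 active means inhibition above the mean plus 3 SD, with well images judged a real hit on visual review, cut at about 60% in these data, passing the limit was not always enough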
# SDO1 yeast rescue Rescue 24 h: second read-out of SDO1 yeast rescue, no call of its own (marks repeat the call); z-score; S. cerevisiae sdo1-depleted JHY4D growth rescue, OD600; measured here: growth rescue at 24 h;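 0 is the plate mean of compound wells and units are plate SD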
# An asterisk follows results filed as active; nt = no result given; [ ] = dose if it differs, or a comment. The list is partial, so the mix of outcomes need not match the whole.
SDO1 yeast rescue | SDO1 yeast rescue Rescue 24 h | Insulin prom inh | Molecule
-0.14 | -0.34 | 17 | CCc1cccc(NC(=O)NC(=O)Cn2nnc(C(=O)OC)c2C(=O)OC)c1
nt | nt | -17 | O=C(Nc1nccs1)c1cc(-c2ccncc2)nc2ccccc12
1.1 | 0.97 | 57 | CCN=C(NCC)SC1CC(=O)N(c2cccc(OCC)c2)C1=O (configuration not stated)
0.11 | 0.18 | -7 | CCCCSc1n[nH]c(N)n1
nt | nt | 33 | CC1=NN(C(=O)Cc2ccccc2)C(O)(c2ccccc2)C1 (configuration not stated)
-0.56 | -0.45 | -26 | COc1ccc(N(CC(=O)Nc2ccc(F)c(Cl)c2)S(=O)(=O)c2c(C)noc2C)cc1
0.77 | -0.23 | nt | CCOC(=O)c1c(C)c(C(=O)NCCCOC)c(C)n1C
-0.36 | 0.1 | -43 | O=C(NNc1ccccc1Cl)C(O)(c1cccc(C(F)(F)F)c1)c1cccc(C(F)(F)F)c1
0.21 | -0.33 | 6 | CCCCN1CN=C(Nc2nc3ccccc3o2)NC1
-0.68 | -2 | nt | COc1ccccc1N1CCN(C(=O)c2ccc(NC(C)=O)cc2)CC1
0.14 | -0.67 | 0 | CCC(=O)NC(NC(=O)CC)C(Cl)Cl
0.59 | 0.18 | -383 | O=C(c1cc2nc(C3CC3)cc(C(F)(F)F)n2n1)N1CCCC1
-0.88 | -1.4 | nt | O=C(c1ccccc1)c1ccc(OCC(O)CNC2CCCc3ccccc32)cc1 (configuration not stated)
nt | nt | 14 | COc1ccc(-c2nc(NC(=O)c3nc4nccc(C)n4n3)sc2C)cc1
-0.47 | 1 | nt | Cc1ccc(NC(=S)N/N=C2/CCCc3c(C)cc(C)cc32)cc1

SDO1 yeast rescue | SDO1 yeast rescue Rescue 24 h | Insulin prom inh | Molecule
nt | nt | -61 | Cc1ccc2nc(C)cc(C(=O)N3CCCC(CO)(Cc4ccccc4C)C3)c2c1 (configuration not stated)
nt | nt | -21 | CCOC(=O)Cn1cc(/C=C/[N+](=O)[O-])c2ccccc21
nt | nt | -14 | COc1cccc(/C=C/C(=O)OCC(=O)NCCC2=CCCCC2)c1
nt | nt | -13 | CC(CCc1ccccc1)NC(=O)CNC(=O)COc1ccccc1 (configuration not stated)
-0.63 | -0.38 | nt | N#CCSc1nnc(Cc2cccs2)n1C1CCCCC1
-0.98 | -0.64 | nt | Cc1cc(C(=O)COC(=O)CNC(=O)c2ccc(Cl)c(Cl)c2)c(C)n1Cc1ccco1
-1.1 | -1.5 | -3 | Cc1cc(/C=C(\C#N)C(=O)NCCc2c[nH]c3ccccc23)c(C)n1C
-0.8 | 0.65 | -57 | CC1(C)Cc2ccccc2-c2nnc(SCC(=O)N3CCc4ccccc43)n21
0.88 | 0.9 | 7 | O=C(Cc1ccccc1)Nc1c(C(=O)N2CCCCCC2)cnn1-c1ccccc1
-0.35 | 0.03 | -36 | Cc1ccccc1/C=C\c1nc2ccccc2c(=O)n1Cc1ccccc1
0.95 | 0.81 | nt | O=C(O)CCN1C(=O)C2C3C=CC(C3)C2C1=O (configuration not stated)
0.46 | 0.41 | -64 | O=S(=O)(NC1CC1)c1ccc(S(=O)(=O)N2CCN3CCCC3C2)cc1 (configuration not stated)
-2.2 | -1.3 | 28 | COc1ccc(Nc2ccnc(Nc3ccc(OC)cc3)n2)cc1
1.7 | 1.9 | nt | Cc1cc2nc(C3CCN(C(=S)NCC(C)C)CC3)[nH]c2cc1C
-0.08 | 0.23 | -3 | COc1ccc(C(=O)Nc2cc3c(cc2OC)CCCC3)cc1Br

SDO1 yeast rescue | SDO1 yeast rescue Rescue 24 h | Insulin prom inh | Molecule
nt | nt | -6 | CCn1cc(C(=O)OCC(=O)Nc2c(C)cccc2C)c(=O)c2ccc(C)nc21
-1.3 | -0.69 | -36 | CCOC(=O)c1c(NC(=O)CSc2nnc(-c3ccccc3)o2)sc(C(C)=O)c1C
-1.3 | -1 | -27 | COC(=O)c1c(NC(=O)CC2Nc3ccccc3NC2=O)sc(C)c1C (configuration not stated)
0.8 | 0.5 | 13 | O=C1NCCN/C1=C\C(=O)c1ccccc1
-2 | -1.4 | nt | Cc1ccc(C2CC(c3cccs3)=NN2C(=O)CSC2=NN3CCCC(=O)N=C3S2)cc1 (configuration not stated)
-0.14 | 0.38 | -140 | CC1=C(C(=O)OCC2CCCO2)C(c2ccccc2OC(C)C)C2=C(CC(c3ccco3)CC2=O)N1 (configuration not stated)
0.53 | -0.84 | -44 | Cc1nc2nc(-c3ccc(Cl)cc3)[nH]n2c(=O)c1C
1.1 | 1.3 | -36 | Cc1ccc(NC(=O)CSc2nnc(NC(=O)c3ccc(S(=O)(=O)N4CCOCC4)cc3)s2)cc1
1.2 | 0.59 | 33 | Cc1cccc(-n2c(CNC(=O)COc3ccccc3)nnc2SCC(=O)Nc2nccs2)c1
-0.28 | 1.5 | 0 | O=c1cc(-c2ccccc2)nc(SCc2ccc(F)cc2)[nH]1
0.7 | 2.7 | 3 | CCn1c2ccccc2c2cc(NC(=O)CSc3nnc(-c4ccc(OC)cc4)n3N)ccc21
-0.04 | -0.26 | -3 | CCC1(C)CC(C(CC(=O)O)c2ccc(C)cc2)CCO1 (configuration not stated)
-1 | -1.6 | nt | CC[n+]1c(/C=C2\C=C(C)CC(C)(C)C2)sc2ccccc21
1.2 | 0.72 | -7 | CCCCn1c(N)c(N(CC(C)C)C(=O)CN(C)Cc2cccc(OC)c2)c(=O)[nH]c1=O
0.7 | 1.5 | -45 | CCOC(=O)/C(C#N)=C/C1=C(N2CCCC2)CC(C)(CC)OC1 (configuration not stated)

SDO1 yeast rescue | SDO1 yeast rescue Rescue 24 h | Insulin prom inh | Molecule
0.77 | 0.55 | 29 | CC(C)C(=O)N=C1NC(=O)CS1
-1 | -0.02 | 0 | CCC(=O)NC(=S)Nc1ccc(-c2nc3ccccc3s2)cc1
-0.75 | -0.24 | -31 | COC(=O)c1ccc(OC)c(CSc2nnc(COc3ccc(Cl)cc3)o2)c1
nt | nt | -17 | CN=c1c([N+](=O)[O-])nn(-c2ccc3c(c2)OCCO3)n1O
1.5 | 1.8 | 29 | CN1CCN(C2CCCCCC2)CC1
1 | 1.2 | nt | O=c1[nH]nc(Cc2ccccn2)c2ccccc12
-0.59 | -0.11 | -15 | COc1ccc(/C=C/C(=O)OCC(=O)Nc2ccc(Cl)c(S(=O)(=O)N(C)C)c2)cc1OC
-0.56 | 0.06 | 72* | COc1ccc(-c2nc(SCC(=O)NCc3ccco3)c(-c3ccccc3)[nH]2)cc1OC
nt | nt | 26 | CN(C)S(=O)(=O)c1ccc(C(=O)NC2CCCc3ccccc32)cc1 (configuration not stated)
0.96 | 0.85 | nt | CCc1nc(SCC(=O)NCCc2ccc(OC)c(OC)c2)c2c(=O)n(C)c(=O)n(C)c2n1
0.11 | -0.87 | 20 | COc1cc(C2Nc3ccccc3C(=O)N2c2ccccc2)ccc1O (configuration not stated)
-0.13 | -0.11 | -112 | Cn1cnnc1SC1CCCCC1NS(=O)(=O)c1ccc(Cl)cc1 (configuration not stated)
-1.4 | -1.1 | nt | CCc1cc2cc3c(cc2nc1SCC(=O)N1CCN(C(=O)c2ccco2)CC1)OCO3
1.4 | 1.3 | 36 | CCc1nnc(NS(=O)(=O)c2ccc(N/C=C/C(=O)c3ccc(C)cc3)cc2)s1
-0.69 | -1 | nt | Cn1nc(C(=O)Nc2nc3ccccc3[nH]2)c2ccccc2c1=O

SDO1 yeast rescue | SDO1 yeast rescue Rescue 24 h | Insulin prom inh | Molecule
-0.03 | 0.06 | 17 | Cc1n[nH]c(C)c1Sc1ccccc1N=Cc1cc(Cl)cc([N+](=O)[O-])c1O
nt | nt | -55 | O=C(NC1CCCC1)c1ccccc1OCc1ccccc1
1.2 | 1.4 | -41 | Fc1cccc(CN2CCN3CCCC3C2C2CCCCC2)c1 (configuration not stated)
-0.36 | -1.1 | nt | CCCCNC(=O)Cn1c(=O)n(C)c2ccccc21
-0.77 | -0.57 | 14 | CCOC(=O)C1=C(C)Nc2sc(C(=O)c3ccc(Br)cc3)c(N)c2C1c1ccc(C(=O)OC)cc1 (configuration not stated)
-0.39 | -0.99 | -22 | O=C(C1CCCCN1S(=O)(=O)c1ccccc1)N1CCCCC1 (configuration not stated)
-0.93 | -0.68 | -9 | CCCNC(=O)c1cnc(Sc2ncc(C(F)(F)F)cc2Cl)n1C
nt | nt | 7 | O=C(CSc1ccc(-c2ccncc2)nn1)N1CCCC1
nt | nt | 3 | O=C(COc1ccc(Cl)cc1)NCc1cn2cc(Cl)ccc2n1
-0.28 | -0.74 | nt | CCSc1nnc(Cn2c(=O)sc3ccccc32)n1C
-0.44 | -1.3 | 28 | CC(=O)OCc1cc(=O)n(C)c(=O)n1C
-0.9 | -0.38 | -6 | COc1ccc2c(c1)C(=O)CC(c1ccccc1F)O2 (configuration not stated)
nt | nt | 31 | Cc1cc(=O)n2c(C(=O)Nc3ccc(C)c(C)c3)c(C(=O)Nc3ccccc3)sc2n1
-1.6 | -1.7 | 21 | COc1ccc(-c2noc(C)c2-c2ccc3ccccc3n2)c(O)c1
-2.2[8.4 µM] | -1.6 | nt | Cc1sc2nc(CN3CCOCC3)nc(Oc3ccc(NC(=O)c4ccco4)cc3)c2c1C

SDO1 yeast rescue | SDO1 yeast rescue Rescue 24 h | Insulin prom inh | Molecule
0.28 | 0.07 | 53 | CCOC(=O)c1ccc(CSc2nnc(N)s2)cc1
-0.8 | -1.1 | -7 | Cc1ccc2c(CC(=O)OCc3csc(C)n3)coc2c1
1.6 | 1.7 | nt | Cc1cc(NCCCn2ccnc2)n2nc(-c3ccc(F)cc3)cc2n1
0.36 | 0.03 | 16 | COC(=O)c1cn(-c2ccccc2)nc1-c1ccncc1
-0.75 | 0.57 | -475 | O=C(c1ccc(Cl)cc1)c1c[nH]cc1-c1ccccc1
-0.2 | 0.42 | 6 | Cc1ccc(S(=O)(=O)C(CCC(=O)c2ccc(Cl)cc2)C(N)=O)cc1 (configuration not stated)
1.1 | 0.77 | -53 | COc1ccc(-c2noc(-c3ccccc3C(=O)N3CCOCC3)n2)cc1
0.28 | 0.38 | -59 | CCCCNCC(=O)Nc1ccc(NC(=O)CNCCCC)cc1
2.7 | 4.1 | -36 | O=c1c2ccccc2nc(-c2ccccc2)n1CCCn1ccnc1
-1.3 | -1.3 | nt | COc1ccc(OC)c(NC(=O)CN(c2ccc(C(C)C)cc2)S(=O)(=O)c2c(C)noc2C)c1
nt | nt | -48 | CCOC(=O)c1cc(-c2ccc(OC)cc2)n(CCC(=O)NC2CCN(Cc3ccccc3)CC2)c1C
0.05 | -0.4 | -12 | O=C(c1ccc(Cn2cc(Br)cn2)o1)n1cccn1
2 | 3.6 | 11 | Cc1ccc2cc(C#N)c(N3CCCC3)nc2c1C
0.09 | 0.41 | nt | C#CCn1c(S(=O)(=O)Cc2ccc(C)cc2)nc(-c2ccccc2)c1-c1ccccc1
-1.9 | -1.4 | -8 | Cc1cc(C)n(-c2nc(SCC(=O)N3CCCC3)c3c4c(sc3n2)CCCC4)n1

SDO1 yeast rescue | SDO1 yeast rescue Rescue 24 h | Insulin prom inh | Molecule
0.27 | 0.05 | 10 | O=C(COC(=O)CCS(=O)(=O)c1ccc(Cl)cc1)NC1CCCCC1
-0.78 | -0.15 | -62 | Cc1ccc(S(=O)(=O)N(CC(=O)N2CCC(C)CC2)c2cccc(C)c2)cc1
-1.3 | -1.1 | -186 | O=C(Cc1ccc(-n2cccc2)cc1)NCc1cccs1
nt | nt | 29 | COC(=O)c1ccc(NC(=O)Cn2nc(C)cc2C)cc1
0.09 | -0.69 | nt | O=C1CCc2cc(S(=O)(=O)N3CCC(C(=O)NCc4ccccc4Cl)CC3)ccc2N1
-0.77 | -0.6 | 7 | CCc1ccc(S(=O)(=O)NCc2csc(-c3ccccc3)n2)s1
0.86 | 1.2 | 13 | COc1ccc(CCC(=O)Nc2ccc(C)c([N+](=O)[O-])c2)cc1
nt | nt | -100 | CCOc1ccc(CCNC(=O)CSc2nnnn2C)cc1OCC
-0.74 | -0.18 | 48 | O=c1c2ccccc2nc(SCc2nnc(-c3ccccc3Br)o2)n1-c1ccccc1
0 | 0.06 | -27 | CCOc1c(Cl)cc(CNC(C)(C)CC(C)(C)C)cc1OC
nt | nt | 8 | CCSc1nnc(NC(=O)[C@@H](NC(=O)c2ccccc2F)C(C)C)s1
0.34 | -0.34 | 15 | CCOC(=O)C1CCCN(Cc2ccccc2C)C1 (configuration not stated)
-0.1 | -0.54 | nt | CC(C)CC(=O)N1CCN(Cc2ccc3c(c2)OCO3)CC1
1.1 | 0.1 | 62 | CC1(C)C2CC=C(/C=N/n3cnnc3)C1C2 (configuration not stated)
-1.6 | -0.67 | 20 | CCOC(=O)c1sc(-c2ccc(OC)cc2)cc1N

SDO1 yeast rescue | SDO1 yeast rescue Rescue 24 h | Insulin prom inh | Molecule
1 | 1 | nt | CN(C)CCN1C(=O)C(=O)/C(=C(/O)c2ccccc2)C1c1ccccc1F (configuration not stated)
-2 | -1.6 | nt | Cc1ccc(Cl)cc1NC(=O)c1ccccc1OCC(=O)Nc1ccc(Cl)cc1
0.56 | 1.7 | -43 | CCOC(=O)c1sc2cc([N+](=O)[O-])cc(SCC(C)C)c2c1N
nt | nt | 5 | CCCCc1ccc(NC(=S)NCCc2ccc(F)cc2)cc1
0.82 | 0.63 | -22 | Cc1oc2c(c1C(=O)NCc1cc(C(=O)O)co1)CCCC2
